High-throughput results as filed in PubChem BioAssay.
TSG101-PTAP inh = blocks PTAP/TSG101 interaction to inhibit HIV-1 budding. AID 493005. Fluorescence polarization, FITC-PTAP peptide / Tsg101 binding. Q99816. Potency, µM (series often up to 115 µM), for the others: at the top dose activity change, negative = inhibition, most hits filed as inhibitors. 340,000 tested, under 10 active; active means well fitted inhibition curve with a large enough effect in the main read-out, with a control signal flat, not every such curve was filed as active; inconclusive means small, poorly fitted or top-dose-only effect, or effect the other way, or a change in a side signal; inactive means no such curve, though single readings can be large or run the other way; further: potency means the concentration at half of the fitted maximal effect; % of control where 0% means no effect
Target sequence (Q99816 whole entry, looked up): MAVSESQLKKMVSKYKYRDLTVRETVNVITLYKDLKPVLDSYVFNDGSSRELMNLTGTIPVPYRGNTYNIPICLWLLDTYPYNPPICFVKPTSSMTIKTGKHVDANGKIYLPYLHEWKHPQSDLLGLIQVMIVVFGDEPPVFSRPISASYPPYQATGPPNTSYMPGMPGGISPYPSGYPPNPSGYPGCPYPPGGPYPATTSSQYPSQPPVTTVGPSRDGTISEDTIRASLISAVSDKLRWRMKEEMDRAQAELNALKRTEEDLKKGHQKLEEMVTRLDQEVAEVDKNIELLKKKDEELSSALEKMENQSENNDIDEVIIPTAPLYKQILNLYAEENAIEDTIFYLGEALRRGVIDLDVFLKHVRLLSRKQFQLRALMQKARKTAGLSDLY
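Compounds were pin-transferred onto Tsg101 binding domain (10 uM final) in HEPES pH 7.5 buffer, then FITC-PTAP peptide was added at 50 nM final. After 20 min at RT, polarization reported peptide displacement across a qHTS concentration series.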
FBPA coupling cs = coupling enzyme interference in Giardia aldolase counter-screen. AID 2472. actives 0.67% (n = 290,000). activity change, negative = inhibition, % at 58.2 µM, hits read low. coupling enzyme system counterscreen, AmpLite Red fluorescence; in the data active means activity change below about -30%; further: on the % scale 0 is the no-effect control and ±100 the full control effect
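Fluorescence at 525 nm excitation and 598 nm emission measured inhibition of the coupled detection system without aldolase. Compounds (at 57.5 uM final) were preincubated 10 min at room temperature with coupling enzyme reagent before a 20 min substrate/AmpLite Red step.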
Menin MLL FP TR = menin-MLL binding inhibition, Texas Red mutant peptide | O00255 | Potency, µM (top dose mostly 61.6 µM), for the others: at the highest dose FP activity change, negative = inhibition, hits mostly inhibitors | actives 0.23% (n = 270,000) | Menin + Texas Red MLL mutant peptide, fluorescence polarization; active means well fitted inhibition curve with a large enough effect in the polarisation, with a control signal flat, not every such curve was filed as active; inconclusive means small, poorly fitted or top-dose-only effect, or effect the other way, or a change in a side signal; inactive means no such curve, though single readings can be large or run the other way; the % refers to the polarisation; further: potency means the concentration at half of the fitted maximal effect; % of control where 0% means no effect; many of its hits are not listed in these tables
B2AR arrestin = beta2AR (human) beta-arrestin recruitment activity; beta-arrestin recruitment to beta2AR, cell-based reporter; Potency, µM (top dose mostly 46.1 µM), without a hit: at the top dose activation, hits mostly activators; AID 492947; P07550; actives 0.02% (n = 330,000);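 further: potency means the concentration at half of the fitted maximal effect; 0% = DMSO controls and full agonism = EC100 isoproterenol or metaproterenol; nearly all actives have a fitted effect of over 65% in size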
ASM inhibitor = blocks human secretory acid sphingomyelinase. P17405. placental ASM, HMU-PC fluorogenic substrate, 60 min. Potency, µM (top dose mostly 57.5 µM), for inactives: at the highest dose activity change, negative = inhibition, hits mostly inhibitors. actives 0.006% (n = 340,000). AID 504937; further: potency means the concentration at half of the fitted maximal effect
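Human placenta-derived ASM preincubated with compound 10 min at room temperature, then reacted with 9 uM (final) fluorogenic HMU-PC substrate for 60 min at 37 C. Stop solution raises pH to 10; fluorescence read at Ex 386/Em 447 nm.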
Chronic BCR inh = blocks chronic active B-cell receptor signaling; ABC-DLBCL IkBa-CBG/CBR reporter, luminescence ratio, 4 h; Potency, µM (highest dose often 46.1 µM), inactives show at the highest dose ratio change, negative = lower green/red ratio, usual class: inhibitors; actives 0.05% (n = 340,000); AID 493014; active means well fitted inhibition curve with a large enough effect in the signal ratio, with a control signal flat, not every such curve was filed as active; inconclusive means small, poorly fitted or top-dose-only effect, or effect the other way, or a change in a side signal; the % refers to the signal ratio;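 further: potency means the concentration at half of the fitted maximal effect; plate controls were basal doxycycline-induced cells for no effect and cells given 10 µM MG132 for full effect; MG132 reads +100%, hits lower the ratio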
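TMD8 ABC-DLBCL cells carrying doxycycline-inducible green luciferase fused to IkappaBalpha plus unfused red luciferase were exposed to compounds (up to 46 uM) for 4 hrs at 37C. Activity came from the overlap-corrected green/red luminescence ratio.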
Giardia killer = kills Giardia lamblia; activity change, % at 7.66 µM, hits read low; Giardia lamblia trophozoite viability; actives 0.15% (n = 340,000); AID 540267; in the data active means activity change below about -80%; inconclusive means between about -30% and that limit;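 further: parasites exposed to compound for two days anaerobically before the ATP read; on the % scale 0 is the no-effect control and ±100 the full control effect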
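Trophozoite viability was measured as ATP-dependent luminescence, read 15-30 min after reagent addition. Before that, parasites at 100 cells/well were exposed to compounds for 48 h, anaerobically, at 37 deg C.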
GALK inh = blocks human galactokinase activity; P51570; Potency, µM (titrated, usually from 57.5 µM), inactives show at the top dose activity change, negative = inhibition, usual class: inhibitors; Purified GALK, Kinase-Glo residual ATP luminescence; AID 1868; actives 0.007% (n = 270,000); further: potency means the concentration at half of the fitted maximal effect; on the % scale 0 is the no-effect control and ±100 the full control effect
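5 nM enzyme, 35 uM ATP, 100 uM galactose, 20 mM HEPES pH8.0, 5 mM MgCl2; 1 h RT; residual ATP by Kinase-Glo Plus luminescence, qHTS format.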
PKM2 act = activators of human pyruvate kinase M2; Potency, µM (top dose mostly 57.5 µM), for the others: at the top dose activation, most hits filed as activators; purified PKM2, Kinase-Glo ATP luminescence, activation; response scale: 0% is enzyme alone, no compound; actives 0.34% (n = 260,000); AID 1631; further: potency means the concentration at half of the fitted maximal effect; on the % scale 0 is the no-effect control and ±100 the full control effect; nearly all actives have a fitted effect of over 55% in size
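Purified hPK-M2 (>95% pure) converted ADP (0.1 mM final) to ATP with 0.5 mM PEP in 50 mM imidazole pH7.2, KCl, MgCl2, Tween 20, BSA; 1 h at room temperature. ATP detected by Kinase-Glo luminescence.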
a7 integrin act = integrin-mediated muscular dystrophy alleviation activation | alpha7betagal myoblasts, beta-gal FDG fluorescence, 48 h | Potency, µM (titrated, usually from 38.3 µM), for inactives: at the highest dose activation, most hits filed as activators | actives 0.064% (n = 350,000) | AID 624291;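 further: potency means the concentration at half of the fitted maximal effect; 100% = response of the positive control SU9516; nearly all actives have a fitted effect of over 60% in size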
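Alpha7betagal+/- myoblasts (passage 13) were plated 16-24 hr, then exposed to compounds (1:260 dilution of DMSO stock) for 48 hours at 37C. After MPER lysis, β-galactosidase reporter activity was read as FDG fluorescence (ex 480/em 540) after 30 minutes.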
Tb PFK block = T. brucei PFK enzyme inhibition. Potency, µM (titrated, usually from 57.5 µM), for the others: at the top dose activity, negative = inhibition, most hits filed as inhibitors. O15648. T. brucei PFK, ADP-Glo luminescence. actives 0.17% (n = 330,000);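 further: potency means the concentration at half of the fitted maximal effect; 0% = uninhibited 1x PFK enzyme wells and -100% = no-enzyme wells; nearly all actives have a fitted effect of over 60% in size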
Target sequence (O15648 whole entry, looked up): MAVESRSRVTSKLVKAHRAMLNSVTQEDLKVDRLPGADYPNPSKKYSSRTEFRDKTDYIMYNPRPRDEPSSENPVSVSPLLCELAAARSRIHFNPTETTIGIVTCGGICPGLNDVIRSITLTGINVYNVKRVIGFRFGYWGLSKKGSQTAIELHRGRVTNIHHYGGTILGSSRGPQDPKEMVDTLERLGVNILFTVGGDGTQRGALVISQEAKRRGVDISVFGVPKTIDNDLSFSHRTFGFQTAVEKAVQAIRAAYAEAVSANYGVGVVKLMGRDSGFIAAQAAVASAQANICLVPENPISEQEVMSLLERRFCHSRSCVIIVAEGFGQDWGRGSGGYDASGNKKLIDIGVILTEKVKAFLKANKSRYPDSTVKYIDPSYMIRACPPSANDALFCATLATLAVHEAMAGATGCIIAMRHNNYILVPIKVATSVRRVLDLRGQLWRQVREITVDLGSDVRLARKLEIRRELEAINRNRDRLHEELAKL
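Luminescent ADP detection (ADP-Glo, two-step: ATP depletion then ADP-to-ATP conversion for luciferase) reported PFK activity after 45 min room-temperature reaction of 1.25 nM enzyme with 0.5 mM F6P and 0.1 mM ATP at pH 8.0.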
An asterisk follows results filed as active; ? = inconclusive; nt = no result given; & = joins results of further samples; [ ] = dose if it differs, or a comment. Unless noted, the call rests on the fitted dose curve; in most records, active means well fitted curve in the direction sought with a large enough effect; inconclusive means small, poorly fitted or top-dose-only effect, or another doubt; inactive means no such curve, though single readings can be large; an effect the other way counts as inactive or inconclusive. These rows are one share of the data; count on the stated rates, not on these rows.

SMILES	TSG101-PTAP inh	FBPA coupling cs	Menin MLL FP TR	B2AR arrestin	ASM inhibitor	Chronic BCR inh	Giardia killer	GALK inh	PKM2 act	a7 integrin act	Tb PFK block
O=C(NC(=S)NNC(=O)c1cnccn1)c1ccc(F)cc1	-4%	-1	0%	0.5%	2%	?	4	1%	1%	0%	2%
COC(=O)c1c(NC(=O)CN2CCOCC2)sc2c1CCC(C)C2 (stereo unspecified)	1%	0	-1%	0.1%	-13%	-3%	-5	3%	-2%	2%	1%
COc1ccc2[nH]cc(C3N4CC5(C)CN3CC(C)(C4)C5=O)c2c1 (stereo unspecified)	-8%	1	3%	0.0%	2%	1%	-6	-1%	-7%	23%	-3%
O=[N+]([O-])c1cc(-c2cnc3ccccc3n2)ccc1Oc1ccc(Cl)cc1	-1%	5	12%	-0.2%	-14%	7%	-21	0%	2%	-21%	1%
O=C(NN1C(=O)c2ccccc2C1=O)c1ccc2c(c1)C(=O)N(CC1CCCO1)C2=O (stereo unspecified)	-2%	5	nt	-0.2%	0%	-8%	11	1%	1%	12%	1%
COC(=O)C(C(=O)OC)C(C[N+](=O)[O-])c1ccc(OC)c(OC)c1 (stereo unspecified)	-3%	0	-18%	0.0%	0%	-13%	8	nt	4%	-53%[inhibitor]	-2%
O=C1c2ccccc2C(=O)N1CCc1ccccn1	-7%	3	3%	-0.2%	2%	?	-10	1%	1%	17%[7.66 µM]	-9%
CCOC(=O)c1cc(C#N)c(SCC(=O)c2cc(C#N)c(SC)nc2C)[nH]c1=O	-14%	8	19%	-0.5%	-2%	5%	14	8%	-2%	2%	-1%
O=C(CN1C(=O)CC(c2ccccc2)S(=O)(=O)c2ccccc21)N1CCCC1 (stereo unspecified)	-2%	1	8%	-0.5%	5%	6%	-5	-1%	-5%	7%	1%
CCOC(=O)C1CCN(C(=O)C(C)c2ccc([N+](=O)[O-])cc2)CC1 (stereo unspecified)	2%	1	-4%	-0.2%	2%	7%	-14	2%	-5%	-13%	0%
Cn1cnnc1Sc1ccc(/C=C/C(=O)c2ccc(O)cc2)cc1[N+](=O)[O-]	-4%	0	?	0.1%	?	?	-4	-1%	?	8%	1%
O=C(NCCc1ccccc1)C1CCC(=O)N(CCCN2CCCC2=O)C1 (stereo unspecified)	0%	1	0%	-0.7%	4%	2%	-4	4%	-6%	9%	0%
COc1ccccc1C1C=C(c2ccccc2)Nc2nnnn21 (stereo unspecified)	-10%	2	0%	0.1%	43%[activator]	?	-22	2%	15%	-24%[7.66 µM]	-2%
CCOC(=O)N1CCC(NC(=O)C2CCCN(S(C)(=O)=O)C2)CC1 (stereo unspecified)	-6%	3	-27%	-0.2%	-1%	-2%	19	1%	0%	22%	2%
COc1ccccc1CN(C)C(=O)c1cccc(S(=O)(=O)N2CCCc3ccccc32)c1	1%	nt	nt	-0.3%	-1%	-3%	9	nt	nt	-10%	-8%
O=C(O)c1ccc(/C=N/NC(=O)C2CC2(c2ccccc2)c2ccccc2)cc1 (stereo unspecified)	nt	10	10%	0.0%	nt	2%	nt	0%	-16%	nt	-1%
O=C(CSC1=Nc2ccccc2C2=NC(CC(=O)NCc3ccco3)C(=O)N12)NCc1ccco1 (stereo unspecified)	-8%	1	-5%	-0.1%	44%[activator]	?	9	0%	6%	1%	-5%
Cc1ccc(C2CC(=O)Oc3cc(O)ccc32)cc1 (stereo unspecified)	-2%	0&3	?	-2.4%	9%	?	-5	nt	0%	8%	0%
O=C(Cc1ccccc1)NNC(=O)c1ccc(Br)o1	-4%	2	2%	-1.6%	4%	7%	22	6%	0%	-2%	0%
CC(=O)N1N=C(c2ccncc2)CC1c1ccccc1O (stereo unspecified)	-1%	1	-11%	-0.2%	-1%	-1%	7	1%	4.5µM*	-9%	2%
CC1(C)CSC(=NCCc2ccccc2)N1C(=O)c1ccc(C#N)cc1	-8%	7	0%	-0.9%	-3%	-5%	-2	0%	-2%	5%	2%
O=C(N/N=C/c1ccc([N+](=O)[O-])cc1)c1cccc2cc[nH]c12	-1%	2	?	-0.1%	0%	?	-9	14%	-1%	0%	-5%
Cc1ccc(NC(=S)N2CCC(NC(=O)c3ccc(C)cc3)CC2)cc1	-1%	1	1%	-0.2%	-1%	?	-24	-3%	0%	-13%	-2%
COc1cc(/C=N/NC(=O)C[n+]2ccccc2)cc(OC)c1OC	1%	2	-1%	-0.1%	-1%	0%	0	0%	-6%	3%	0%
CC(Oc1ccc(S(=O)(=O)N2CCCC2)cc1[N+](=O)[O-])C(=O)NC(C)c1ccccc1 (stereo unspecified)	-2%	nt	nt	0.3%	7%	?	27	nt	nt	1%	-3%

More records:
SMILES	TSG101-PTAP inh	FBPA coupling cs	Menin MLL FP TR	B2AR arrestin	ASM inhibitor	Chronic BCR inh	Giardia killer	GALK inh	PKM2 act	a7 integrin act	Tb PFK block
CCN(C(=O)CSc1ncccn1)c1cccc2ccccc12	-2%	nt	nt	0.0%	0%	1%	0	nt	nt	25%	7%
COc1cc(C(=O)NC2CC(C)(C)CC(C)(C)C2)ccc1OC1CCN(C(C)=O)CC1	-1%	1	-21%	-0.1%	0%	0%	-4	-1%	-4%	19%	-4%
COC(=O)c1cn(NC(=O)Cc2ccc(OC)c(OC)c2)c(=O)c2ccccc12	-1%	2	1%	0.0%	-2%	3%	3	11%	2%	?	2%
CC1=CN2C(=N)/C(=C/c3ccc(Sc4ccc(Cl)cc4)o3)C(=O)N=C2S1	6%	0	?	-0.2%	1%	5%	-8	-2%	-3%	-19%	5%
O=C(NNC(=O)c1cccc2ccccc12)c1ccccc1O	-5%	nt	nt	-0.1%	1%	1%	-1	-3%	1%	-12%	1%
CCN(CC(=O)NCc1cccs1)C(=O)c1ccc(S(=O)(=O)Nc2ccccc2Cl)cc1	-7%	nt	nt	-0.2%	1%	7%	17	nt	nt	-3%	0%
CC(=O)c1ccc(S(=O)(=O)N2CCN(C(=O)CN3C(=O)NC4(CCCC4)C3=O)CC2)cc1	-5%	nt	nt	-0.3%	8%	-16%	-13	nt	nt	10%	8%
Cc1cc(F)ccc1S(=O)(=O)Nc1ccc(C(=O)N2CCCCC2)cc1	-3%	nt	nt	-0.5%	1%	-11%	1	nt	nt	0%	0%
CCCCn1c(SCC(=O)Nc2oc(C)c3c(C)n[nH]c(=O)c23)nc2cc(S(N)(=O)=O)ccc21	2%	nt	nt	0.0%	1%	-3%	-10	nt	nt	-5%	1%
CCN(CC)C(=O)/C(=C/c1ccc(F)cc1)NC(C)=O	1%	5	-11%	-0.1%	4%	3%	-6	1%	4%	-12%	-2%
O=C(Cc1ccc([N+](=O)[O-])cc1)Nc1ccc(O)cc1C(=O)O	-1%	0	1%	0.1%	7%	8%	-3	0%	0%	-15%	13%
COc1cc(C(=O)Nc2ccc3c(c2)ncn3C)cc(OC)c1OC	-3%	-2	-13%	2.1%	1%	?	-18	6%	9%	-28%	-3%
Cc1ccc([N+](=O)[O-])cc1NC1OC(CO)C(O)C1O (stereo unspecified)	-1%	0	8%	0.4%	-3%	6%	-15	-2%	-12%	-16%	-27%
Cc1ccnc(NC(=O)CCC(=O)N(CC(=O)NC2CCCCC2)c2ccc3c(c2)OCO3)c1	-4%	-17	-6%	-0.8%	3%	-1%	3	7%	0%	6%	6%
CC(C)c1ccc(NC2CCCN(C(=O)c3ccnc(Cl)c3)C2)cc1 (stereo unspecified)	-4%	-4	2%	-0.1%	0%	8%	31[activator]	2%	nt	-31%[inhibitor]	2%
CN(C)c1ccc(C(=O)OCc2cc(=O)n3ccsc3n2)cc1	1%	nt	nt	-0.4%	9%	1%	9	nt	nt	11%	7%
CCc1ccc(-n2c(=O)c3c(C)c(C(=O)N(C)C)sc3n(CC(=O)NCC3CCCO3)c2=O)cc1 (stereo unspecified)	-1%	7	-1%	0.0%	2%	-1%	1	-1%	-36%	11%	-1%
CCOC(=O)c1ccc(NC(=O)c2ccc3c(c2)OCO3)cc1	-2%	-3	25%	0.2%	-2%	?	-10	1%	1%	24%	-6%
COC(=O)c1ccc(N=Cc2c(C(F)(F)F)[nH][nH]c2=O)cc1	-7%	2	-1%	-0.4%	-1%	0%	-8	-1%	-1%	-25%	1%
Cc1noc(C)c1S(=O)(=O)N1CCN(c2ccc([N+](=O)[O-])cc2)CC1	-6%	nt	nt	0.3%	-14%	0%	-25	-2%	nt	3%	-24%
COC(=O)C(=Nc1ccccc1)/C(C(=O)C(=O)N(C)c1ccccc1)=C(\O)c1ccccc1	-5%	-5	nt	-0.7%	6%	15%	0	5%	-11%	12%	-6%
CCCC(=O)n1nc(-c2ccco2)nc1SCc1ccccc1	-1%	-8	6%	-0.2%	-2%	?	14	0%	-17%	-27%	12%
